Screens: PubChem BioAssay, several laboratories
hiPSC survival – enhancers of single-cell hiPSC survival, primary screen, ATPlite luminescence; 100% = ROCK inhibitor wells, 0% = DMSO; survival enhancement, % at 20 µM; 360,000 tested, 0.044% active; AID 602274, 2012; in the data active means survival enhancement above about 18%;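 further: cells exposed to compounds for 16 hours before the ATP read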
CF NFkB inh – inhibitors of PAF-induced NF-kB signaling, primary screen, cell-based, GFP fluorescence, uHTS; KKLEB NF-kB-GFP reporter, GFP fluorescence overnight; inhibition, % at 5 µM; 360,000 tested, 0.86% active;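 active means at least 50% inhibition at 5 µM, scaled per plate between neutral and stimulator controls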;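 further: PAF is a Pseudomonas aeruginosa culture filtrate used as stimulus; plate controls were PAF-stimulated DMSO wells for no effect and unstimulated DMSO wells for full effect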
Shn3 inh set2 – reduction of Shn3 3'UTR firefly luciferase signal, primary screen, Schnurri-3 inhibitor project, cell-based, Clone20 osteoblasts, set 2. Clone20 osteoblast Shn3 3'UTR firefly luciferase, 24 h. inhibition, % at 12.5 µM. 360,000 tested, 0.52% active;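 active means mean inhibition of at least 75% with every replicate also reaching 75%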;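 further: 0% = median of neutral control wells and 100% = pilot-screen positive control compound; some compounds past the cut are filed as inactive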
Peg3 prom inh – Peg3 promoter-driven luciferase inhibitors, primary screen, cell-based, HeLa, luciferase luminescence. HeLa PEG-Prom luciferase reporter, overnight. inhibition, % at 20 µM. 360,000 tested, 1.7% active;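 active means inhibition of at least 50% at 20 µM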
HIF-2a block – HIF-2a reporter inhibitors, primary screen, luminescence, 786-0 RCC cells; inhibition, % at 18.8 µM; 360,000 tested, 0.72% active; 786-0 RCC cells HIF-2a reporter, luciferase luminescence, overnight;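 active means inhibition of the luminescence signal of 40% or more relative to plate controls, in a single-dose primary screen at 18.75 µM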
NR2E3 ag-1 – NR2E3 agonists in two-hybrid cells, primary screen, cell-based, luminescence, CHO-S, Gal4-NCOR/VP16-NR2E3 | Photoreceptor-specific nuclear receptor (Homo sapiens), Q9Y5X4 | luciferase | inhibition of corepressor binding, % at 3.98 µM | 360,000 tested, 0.35% active | AID 602229, 2012;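 active means inhibition above the mean of all tested compounds plus 3 SD, cut at about 70% in these data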;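 further: 0% = DMSO with NR2E3 transfected cells and 100% = cells lacking NR2E3 construct; higher means lower luciferase signal from less NR2E3 corepressor binding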
Target sequence (Q9Y5X4 whole entry, looked up, the tested form may be a part): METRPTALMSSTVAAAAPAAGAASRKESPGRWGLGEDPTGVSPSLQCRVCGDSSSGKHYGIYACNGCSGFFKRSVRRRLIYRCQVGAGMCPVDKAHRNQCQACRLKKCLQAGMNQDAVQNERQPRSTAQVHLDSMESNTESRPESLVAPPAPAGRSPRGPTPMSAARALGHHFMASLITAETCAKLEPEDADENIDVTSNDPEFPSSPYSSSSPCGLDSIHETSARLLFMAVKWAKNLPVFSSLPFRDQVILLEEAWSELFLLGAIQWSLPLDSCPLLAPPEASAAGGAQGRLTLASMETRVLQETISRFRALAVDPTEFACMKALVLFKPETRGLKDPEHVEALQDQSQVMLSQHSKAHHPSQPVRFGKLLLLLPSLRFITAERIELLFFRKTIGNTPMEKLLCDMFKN
NR2E3 ag-2 – inhibitors of NR2E3-RetCOR corepressor binding, primary screen, NR2E3 agonist project, biochemical, TR-FRET, GST-NR2E3, biotin-RetCOR; inhibition of corepressor binding, % at 4.78 µM; 320,000 tested, 0.12% active; 1536-well; AID 2300, 2010; Photoreceptor-specific nuclear receptor (Homo sapiens), Q9Y5X4;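 active means percent inhibition above the cutoff of mean plus 3 SD of all tested compounds, set per screening campaign, cut at about 20% in these data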;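 further: 0% = DMSO wells and 100% = biotin wells as full block of FRET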
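Material: NR2E3–RetCOR corepressor complex | Quantity: 1.35 nM GST-tagged NR2E3 final | Schedule: 5 h at 4 °C | Replication: Singlicate compound wells | Reagent: RetCOR corepressor, biotinylated, 7 nM | Controls: Biotin wells as high control, 0.6% DMSO wells as low control | Signal: TR-FRET, Eu(K)-anti-GST donor, streptavidin-D2 acceptor, ex 340, em 617/671 nm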
MITF TRPM1 inh – inhibitors of MITF-dependent TRPM1 promoter reporter, primary screen, cell-based, SK-MEL-5, single point, luciferase; SK-MEL-5 TRPM1 promoter luciferase, 24 h; inhibition, % at 12.5 µM; 330,000 tested, 0.83% active; AID 488899, 2010;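 active means mean inhibition across replicates of 60% or more, whatever share of single replicates reaches that level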; further: values of inactives mirror those of a sister screen read the other way
EBV LMP1 NFkB – EBV LMP1-driven NF-kappaB luciferase reporter inhibitors, primary screen, cell-based, luminescence, single point; LMP1-induced NF-kappaB luciferase reporter cells; inhibition, % at 12.5 µM; 350,000 tested, 0.69% active; AID 504558, 2011; in the data active means inhibition above about 41%;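 further: 0% = neutral control wells and 100% = reference inhibitor control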
KKLEB tox – cytotoxicity in KKLEB CF airway cells, primary screen, cytotoxicity control for CF NF-kB inhibitor project, cell-based, uHTS, fluorescence assay plates; activity change (cytotoxicity), % at 5 µM; 360,000 tested, 0.36% active; KKLEB CF airway cells viability, ATPlite luminescence, overnight; stronger effect = lower value; cells stimulated with P. aeruginosa culture filtrate;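 active means corrected activity change at or below -50% at 5 µM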
TRAIL sens C8 – viability loss with TRAIL in NB7+C8 cells, primary screen, TRAIL sensitizer project, cell-based, ATPlite luminescence; 360,000 tested, 1% active; AID 624354, 2012; inhibition (viability loss, TRAIL sensitization), % at 10 µM;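 active means compounds causing at least 50% loss of cell viability in the single-dose screen, relative to plate controls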
Numbers without * were called inactive; nt = not tested or not shown. This is a subset. The share of hits here may be higher or lower than overall.

compound,hiPSC survival,CF NFkB inh,Shn3 inh set2,Peg3 prom inh,HIF-2a block,NR2E3 ag-1,NR2E3 ag-2,MITF TRPM1 inh,EBV LMP1 NFkB,KKLEB tox,TRAIL sens C8
COC(=O)c1cc(C)ccc1OCc1ccc([N+](=O)[O-])cc1,0.4,8,-47,-37,-31,1,1,-34,-13,-16,10
CCCNC(=O)c1c(N)n(-c2cccc(OC)c2)c2nc3ccccc3nc12,0.2,-4,6,34,-3,-6,-3,2,9,3,10
COc1cccc(N2C(=O)C3CCCN3C2c2ccc(N(C)C)cc2)c1 (centres undefined),-0.3,-2,-21,-7,2,-24,0,-8,9,3,9
Cn1c(=O)c2ncn(CC(=O)NC3CCCCCC3)c2n(C)c1=O,-2.0,-12,6,16,24,-13,3,3,6,-5,3
CCOC(=S)N/C(=N\S(=O)(=O)c1ccccc1)c1ccccc1,-0.9,5,-9,10,5,-10,2,-11,-1,3,8
Cc1ccc(SCc2nc(N)nc(Nc3ccccc3C)n2)cc1C,1.2,-6,2,-29,-3,-25,4,-9,-16,0,0
Cc1cc(C)c(C)c(S(=O)(=O)Nc2ccccc2C(=O)NN2CCOCC2)c1C,6.6,-62,6,10,15,-13,nt,-8,9,28,8
O=C(Nc1cccc(C(=O)NC2CC2)c1)c1ccccc1,-2.1,-13,-7,-21,-48,-1,nt,-13,-3,15,-9
C=CCn1c(SCC(=O)Nc2sc(C)c(C)c2C(=O)OCC)nnc1-c1sc(N)nc1C,-0.6,22,5,15,29,-15,1,16,8,-12,2
O=C1C2(c3ccccc3)CN(CCO)CC1(c1ccccc1)CN(CCO)C2,1.8,4,-2,18,22,-4,0,-13,-3,1,-15

Retrieved one by one from above:
compound,hiPSC survival,CF NFkB inh,Shn3 inh set2,Peg3 prom inh,HIF-2a block,NR2E3 ag-1,NR2E3 ag-2,MITF TRPM1 inh,EBV LMP1 NFkB,KKLEB tox,TRAIL sens C8
Cn1c(=O)c2ncn(CC(=O)NC3CCCCCC3)c2n(C)c1=O,-2.0,-12,6,16,24,-13,3,3,6,-5,3
C=CCn1c(SCC(=O)Nc2sc(C)c(C)c2C(=O)OCC)nnc1-c1sc(N)nc1C,-0.6,22,5,15,29,-15,1,16,8,-12,2

Additional compounds follow:
compound,hiPSC survival,CF NFkB inh,Shn3 inh set2,Peg3 prom inh,HIF-2a block,NR2E3 ag-1,NR2E3 ag-2,MITF TRPM1 inh,EBV LMP1 NFkB,KKLEB tox,TRAIL sens C8
COc1ccccc1Nc1ccc(N)cc1,0.7,1,10,-15,17,2,-3,0,-3,-7,-1
CCOC(=O)N1CCN(C(=O)c2ccc3c(c2)N(CC)CCS3)CC1,-0.1,17,8,12,2,-9,2,15,-10,-14,3
CC(=O)Nc1ccc(NC(=O)C(C)OC(=O)/C(C#N)=C/c2ccc(N(C)C)cc2)cc1 (centres undefined),0.0,7,-50,-232,-209,-46,34*,-83,-11,-18,-7
CCNc1c(NC(=O)c2ccc3c(c2)OCO3)c(=O)oc2ccccc12,0.2,-16,-11,0,17,-9,-1,10,-2,11,-11
Cc1cccc(N(C)S(=O)(=O)c2ccc(-c3cnc(C4CC4)o3)cc2)c1,-0.6,43,13,12,29,37,0,56,12,-10,30
CCN(CC(=O)Nc1ccc(NC(C)=O)cc1)C(=O)c1sc2nc3n(c(=O)c2c1C)CCC3,-1.8,23,-9,-5,1,5,-2,3,-4,-2,-1
CCOc1ccc(OCC)c(NC(=O)C2CCN(S(=O)(=O)c3ccc4c(c3)CC(C)N4C(C)=O)CC2)c1 (centres undefined),-0.4,6,23,11,1,13,1,2,-4,5,-11
NC1=NC(=O)/C(=C\c2ccsc2)S1,0.7,20,-4,-13,-15,2,-2,-7,-1,-9,3
c1ccc(NC2=NCCN2CCCC2CCCCC2)cc1,-0.9,-4,8,-9,1,3,-1,-21,-3,6,0
O=C(Cc1ccc(Cl)cc1)NNC(=S)NC(=O)c1cccnc1,-0.5,9,12,3,17,-1,3,-4,3,4,18

(list continues)
compound,hiPSC survival,CF NFkB inh,Shn3 inh set2,Peg3 prom inh,HIF-2a block,NR2E3 ag-1,NR2E3 ag-2,MITF TRPM1 inh,EBV LMP1 NFkB,KKLEB tox,TRAIL sens C8
CSc1ccccc1NC(=O)CN(C)CC(=O)Nc1ccc(Cl)cc1[N+](=O)[O-],-0.6,-8,-2,4,11,-2,0,8,2,13,-18
CC(C)C[C@@H](CN)NC(=O)c1nc[nH]c1C(=O)N[C@@H](Cc1c[nH]c2ccccc12)C(=O)CNC[C@H](C)NC(=O)c1nc[nH]c1C(=O)N[C@@H](CC(=O)O)C(=O)O,5.5,-6,-14,5,12,-8,nt,12,-6,6,-4
C[C@H](O)[C@@H]1C(=O)N2CCc3ccc(-c4cccc(F)c4)cc3[C@@H]2C[C@@H]1N(C)S(=O)(=O)c1ccccc1,-0.6,18,57,11,16,-17,nt,0,-4,3,15
CN1C2C=C3C(C#N)=C(N)C(C#N)(C#N)[C@H](c4c(F)cccc4F)[C@H]3C1CC2 (some centres undefined),3.2,-10,6,9,19,-23,1,-1,-11,-5,0
CCN(CC)c1ccc(NC(=O)c2cccc(C)c2)cc1S(=O)(=O)Nc1ccccc1OC,0.6,11,48,19,10,2,1,10,4,-8,12
CC1=C/C(=C\c2ccc3c(c2)OCO3)C(=O)S1,1.7,-1,-4,4,16,-20,-2,-21,2,1,-13
O=C1CSC(c2ccccc2F)N1c1cc(Cl)ccc1O (centres undefined),-1.9,-7,-17,23,12,-9,0,6,-7,3,7
COc1ccc2[nH]c(=O)c(-c3nnn(-c4ccc(F)cc4)n3)cc2c1,0.2,4,-38,-17,-19,-15,3,9,-4,20,0
Cc1cc(C(=O)N2CCC2(C)C(=O)O)nn1C(C)(C)C (centres undefined),2.1,10,2,9,7,0,nt,nt,nt,1,-13
CNC(=O)COc1coc(CN2CCN(c3ccccc3)CC2)cc1=O,-0.7,0,-6,5,-25,-25,-3,-1,5,7,-9

Continuation.
compound,hiPSC survival,CF NFkB inh,Shn3 inh set2,Peg3 prom inh,HIF-2a block,NR2E3 ag-1,NR2E3 ag-2,MITF TRPM1 inh,EBV LMP1 NFkB,KKLEB tox,TRAIL sens C8
CCOC(=O)N1CCN(C(=O)c2cc3c(s2)-c2ccc(Cl)cc2S(=O)(=O)C3)CC1,-1.4,-10,3,13,21,-18,1,6,1,0,-1
COc1cccc(-n2c(SCC(N)=O)nnc2-c2ccco2)c1,0.0,-1,3,13,13,31,nt,-9,-10,-5,-19
CC1CCCC(C)N1C(=O)CSc1nnc(C2CCCCC2)o1 (centres undefined),-0.2,-6,-15,-31,-38,-19,2,-8,1,1,3
CC(OC(=O)c1ccc(NC(=O)CC#N)cc1)C(=O)Nc1ccc(S(=O)(=O)N2CCCC2)cc1 (centres undefined),-1.8,4,-10,6,9,1,nt,nt,-2,-2,-8
CCCc1ccc(OCCNC(=O)c2ccco2)cc1,-0.3,-33,-19,-155,-162,-3,nt,-39,-1,26,3
OC1(c2ccccc2)Cc2cccc[n+]2C1c1ccccc1 (centres undefined),0.4,15,2,6,18,3,4,-1,-3,-4,-8
Cc1ccc(S(=O)(=O)N2CCOCC2)cc1NC(=O)C1CC(=O)N(c2ccc3c(c2)OCCO3)C1 (centres undefined),0.0,-2,-11,15,6,-3,1,7,4,-19,10
COC(=O)c1ccc(CNC(=O)N2CCN(S(=O)(=O)c3ccc(C)cc3)CC2)cc1,0.4,-7,19,3,13,7,0,6,-1,14,-7
CCCC(=O)Nn1cnc2c(c1=O)C1(CCCC1)Cc1ccccc1-2,-0.7,-11,-16,18,15,-21,-5,-7,2,15,8
O=C(Nc1cccc(S(=O)(=O)c2cccc(NC(=O)c3ccco3)c2)c1)c1ccco1,-0.7,-12,59,36,21,16,-1,23,22,-3,3

Next part:
compound,hiPSC survival,CF NFkB inh,Shn3 inh set2,Peg3 prom inh,HIF-2a block,NR2E3 ag-1,NR2E3 ag-2,MITF TRPM1 inh,EBV LMP1 NFkB,KKLEB tox,TRAIL sens C8
Cc1ccc(S(=O)(=O)Nc2ccc(C(=O)NCc3ccncc3)cc2)cc1,0.0,0,-16,6,14,2,-4,3,-9,-2,-6
CCCOC(=O)CSc1nc(N)c(C#N)c(-c2ccco2)c1C#N,0.3,-18,-4,-6,7,-1,2,3,7,5,3
COc1ccc(NC(=O)CSc2nnc(-c3ccco3)n2C)cc1,-3.9,-6,-6,9,-3,-2,3,-10,39,-2,-10
CSc1nnc(-c2cnccn2)n1Cc1ccccc1,-1.1,-4,0,14,-4,-29,8,5,-11,2,6
COc1ccc2c(c1)C1(Nc3ccccc3-c3nc4ccccc4n31)C(=O)N2C (centres undefined),6.5,-2,-1,0,14,-9,2,1,-14,3,3
O=C(Nc1ccccc1Cl)c1ccc(Cl)cc1Cl,1.0,-16,-7,-220,-218,-39,-1,-27,-22,-2,0
CCCCOc1ccc(N(CC(=O)NCC2CCCO2)C(=O)CCC(=O)Nc2cc(C)ccn2)cc1 (centres undefined),-1.4,-4,0,13,5,1,0,10,2,0,-1
CC(C)CCNC(=O)C1CCN(c2nnc(-n3cccc3)s2)CC1,0.7,1,-7,-35,-47,-32,1,nt,6,5,14
O=C(CSCc1ccc(Br)cc1)N=Nc1c(O)[nH]c2ccccc12,-0.8,-22,-8,-18,-50,13,3,0,7,5,-10
COC(=O)[C@@H]1C[C@@]2(O)[C@H](O)[C@H](O)[C@H](O)C[C@H]2N1Cc1ccc(C(C)(C)C)cc1,-0.7,-20,-5,2,5,-17,4,6,4,5,-5
